Source: PubChem BioAssay (National Center for Advancing Translational Sciences (NCATS))
TDP1 cell noCPT: qHTS for Inhibitors of human tyrosyl-DNA phosphodiesterase 1 (TDP1): qHTS in cells in absence of CPT; DT40 Tdp1-/- hTDP1 cells, no CPT, ATP luminescence, 48 h; Potency, µM (doses to about 46.2 µM), for inactives: top-dose activity change, negative = growth inhibition, actives largely listed as inhibitors; hit rate 15% among 420,000; AID 686978, 2013; note: nearly all actives have a fitted effect of over 55% in size
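Growth kinetics read by CellTiter-Glo luminescence after ≥48 hr at 37 °C. Cells: DT40 Tdp1-/- stably carrying human TDP1, 400 per well, compound exposure in the absence of CPT (DMSO vehicle).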
TDP1 block: inhibitors of human tyrosyl-DNA phosphodiesterase TDP1 | Q9NUW8 | recombinant TDP1, AlphaScreen DNA substrate cleavage | Potency, µM (top dose mostly 130 µM), inactives show at the top dose activity change, negative = inhibition, hits mostly inhibitors | hit rate 0.28% among 350,000 | AID 485290; note: nearly all actives have a fitted effect of over 40% in size
Target sequence (Q9NUW8 whole entry, looked up): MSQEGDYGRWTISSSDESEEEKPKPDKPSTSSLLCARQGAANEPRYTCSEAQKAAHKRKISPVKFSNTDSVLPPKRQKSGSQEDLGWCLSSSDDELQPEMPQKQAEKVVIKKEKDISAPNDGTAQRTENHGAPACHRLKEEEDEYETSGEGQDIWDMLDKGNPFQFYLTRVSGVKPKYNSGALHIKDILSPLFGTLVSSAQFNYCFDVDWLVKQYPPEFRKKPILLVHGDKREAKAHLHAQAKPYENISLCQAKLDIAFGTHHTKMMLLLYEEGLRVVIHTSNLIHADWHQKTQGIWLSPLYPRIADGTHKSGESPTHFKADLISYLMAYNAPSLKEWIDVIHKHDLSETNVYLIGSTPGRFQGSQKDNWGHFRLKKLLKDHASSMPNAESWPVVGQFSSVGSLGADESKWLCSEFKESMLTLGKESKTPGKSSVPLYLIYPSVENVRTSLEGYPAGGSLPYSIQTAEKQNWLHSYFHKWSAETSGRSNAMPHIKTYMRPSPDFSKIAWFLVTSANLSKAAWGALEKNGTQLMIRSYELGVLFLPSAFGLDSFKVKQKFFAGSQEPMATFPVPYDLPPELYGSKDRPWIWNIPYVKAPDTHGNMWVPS
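Compounds were preincubated with Tdp1 (1 nM final) for 15 min at room temperature before substrate (15 nM final) started a 5 min reaction; beads (10 ug/ml final) were then added for 10 min before AlphaScreen detection.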
DT40 TDP1 CPT: DT40-hTDP1 cell growth loss with CPT; chicken DT40 Tdp1-/-;hTDP1 cells + 20 nM CPT, ATP luminescence, 48 h; hit rate 12% among 420,000; Potency, µM (series often up to 46.2 µM), for the others: at the highest dose activity change, negative = growth inhibition, hits mostly inhibitors; note: nearly all actives have a fitted effect of over 55% in size
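Chicken DT40 Tdp1-/- cells complemented with human TDP1, 400 cells/well, exposed to compounds plus 20 nM camptothecin for at least 48 h at 37 C; viability read as ATP content by CellTiter-Glo luminescence.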
* hit, by the source's call; ? = inconclusive; . = no result given; & = joins results of further samples; [ ] = remark or other dose. Calls come from the whole dose curve; as a rule, active = well fitted curve in the direction sought with a large enough effect; inconclusive = small, poorly fitted or top-dose-only effect, or another doubt; inactive = no such curve, though single readings can be large; an effect the other way counts as inactive or inconclusive. % is set by controls: 0 for no effect and ±100 for the full control effect; potency is the fitted concentration of half-maximal effect.

SMILES	TDP1 cell noCPT	TDP1 block	DT40 TDP1 CPT
COc1cccc(CN2CCC(N(CCc3ccccc3)Cc3ccccc3)CC2)c1OC	29µM*	-3%	?
COc1ccc(C(=O)NN=C2CCCC2)cc1OC	10%	4%[56.1 µM]	2%
C=CCn1c(SCC(=O)Nc2ccc(F)cc2F)nnc1-c1cnccn1	-5%	2%	2%
CCOC(=O)CN1CCC(c2ccccc2)CC1	-8%	5%	-2%
CC(C)(C)c1ccc(C(=O)Nc2nc3nc(-c4ccccc4)cc(=O)n3[nH]2)cc1	-2%	-7%	-10%
Cn1cc(Cl)c(C(=O)OCC(=O)Nc2nc(-c3ccc(Br)cc3)cs2)n1	?	8%	?
COc1ccccc1C(=O)NC(=O)COC(=O)Cc1ccccc1[N+](=O)[O-]	?	.	?
CC(=O)c1sc(NC(=O)c2ccc(COc3ccccc3Cl)o2)nc1C	?	.	3%
Cc1cc(C)c(C)c(S(=O)(=O)N2CCN(C(=O)CNC(=O)c3ccco3)CC2)c1C	-1%	-1%[56.1 µM]	-18%
COc1ccc(OCC(=O)O/N=C(\N)Cc2ccc(Cl)cc2Cl)cc1	?	?	4%
O=C(CCN1C(=O)c2ccccc2C1=O)Nc1cccc(S(=O)(=O)NC2=NCCC2)c1	12%	1%	-2%
NCCCN(Cc1ccc(Cl)cc1)c1ccc(Br)cn1	7.9µM*	.	10µM*
Cc1ccccc1-c1cccc([C@@H]2C[C@H]3[C@H](CON3C)CN2Cc2ccccc2)c1	16µM*	.	23µM*
Nc1ccc2c(c1Br)Cc1ccccc1-2	1%	.	-3%
COCCCNC(=O)c1ccc(Cn2c(=O)c3ccccc3n(Cc3c(C)cc(C)cc3C)c2=O)cc1	-2%	1%	-7%
CCOc1ccc(CC(=O)NNC(=O)/C=C/C(=O)O)cc1	-7%	8%	-9%
c1ccc2c(c1)OCC(c1csc3ncnc(N4CCCC4)c13)O2 (stereo not drawn)	10µM*	1%	15µM*
COc1ccc(Cl)cc1NC(=O)CN(C)C(=O)c1cccc2cccnc12	?	0%	?
O=C1c2ccccc2C(=O)N1c1nc(-c2ccc(F)cc2)cs1	?	.	-8%
COc1cc(/C=C/C(=O)OCC(=O)NC2CCS(=O)(=O)C2)ccc1O (stereo not drawn)	-26%	-1%	-8%
COc1ccccc1NC(=O)CSc1nnc2ccc(-c3ccccn3)nn12	-9%	.	?
CCCn1c(C2CCCN2c2nc(-c3cccc(Br)c3)cs2)nc2ccccc21 (stereo not drawn)	?	.	?
Cc1cnc([N+](=O)[O-])n1CCOC(=O)NC(=O)c1c(F)cccc1F	-1%	8%	-2%
CCOC(=O)Cc1c(C)nc2c(-c3ccc(Cl)cc3)cnn2c1C	?	.	?
CC(/C=N/n1cnnc1)=C\c1ccccc1	-8%	4%	-14%
O=C(CN1CCSC1=NCc1ccccc1)c1ccccc1	?	8%	-7%
c1ccc2c(c1)c1cccc3ccc4cccc2c4c31	2%	0%&-1%	-3%
COC(=O)c1ccc(NC(=S)Nc2ccc(O)cc2)cc1	-22%	2%	-2%
C[C@@H](C(=O)Nc1ccc2ccccc2c1)[C@@H]1C[C@@]1(C)[C@@H](NC(=O)OCc1ccccc1)c1ccccc1	16µM*	4%	?
S=C1NCCOCCOCCNC(=S)N2CCOCCOCCN1CCOCCOCC2	-10%	7%	-4%
Cc1cc(OCC(=O)NCCCN2CCOCC2)cc(C)c1Cl	?	.	0%
COc1ccccc1-n1c(SCC(=O)N2CCOCC2)nc2cccnc21	1%	4%	3%
CSc1nccc(-c2sc(SC)c(C#N)c2-c2ccccc2)n1	?	-2%	-6%
CCCN1C(=O)/C(=C/c2ccc(N3CCOCC3)cc2)NC1=S	15µM*	1%	?
C=C1C(CCl)(CCl)C2(Cl)C(Cl)C(Cl)C1(Cl)C2(Cl)Cl (stereo not drawn)	?	6%	?
COc1cccc(NC(=O)c2ccc(N3C(=O)C4CC=CCC4C3=O)cc2)c1 (stereo not drawn)	?	.	-23%
Cc1ccc(S(=O)(=O)NCCSc2nnnn2-c2ccc(Cl)c(C(=O)O)c2)cc1	-4%	6%	-17%
O=C1CCCc2[nH]c(=O)c(C(=O)NCc3ccccc3)cc21	-19%	.	-19%
Cc1ccc(NS(=O)(=O)c2ccc(-c3cnc(C4CC4)o3)cc2)c(C)c1	1µM*	6%	1.5µM*
O=C(Nc1ccc(OC(F)(F)F)cc1)C1CCN(S(=O)(=O)c2ccc3[nH]c(=O)ccc3c2)CC1	?	2%	-8%
Cc1cccc(Nc2nnc(SCC(=O)NCC3CCCO3)s2)c1C (stereo not drawn)	-19%	4%	?
CCCCN1C(=O)C(NC(=O)CC(C)C)(C(F)(F)F)C2=C1CC(C)(C)CC2=O (stereo not drawn)	-10%	-5%	-1%
Cc1ccc(NC(=O)CNC(=O)Cn2cnc3sc(C)c(C)c3c2=O)cc1F	-29%	2%	?
O=C(NCc1ccccc1)c1cccnc1N1CCOCC1	1%	2%	-22%
O=C(N/N=C/c1cccc2nccnc12)c1ccccc1O	3.3µM*	8%	5.8µM*
O=C(NCCN1CCOCC1)c1cc2ccccc2o1	-26%	-2%	1%
Cc1cccnc1CNC(=O)C1(C)CCCN1CC(C)C (stereo not drawn)	15µM*	.	15µM*
Cc1ccc(OCC(=O)Nc2ccccc2C(=O)OCc2cc(=O)n3ccsc3n2)cc1	-14%	-4%	4%
C#CCOCCOCCOCCNc1nc(N2CCN(C(=O)CCCCCCCCCCNC(=O)[C@H](CCCCN)n3cc(CCO)nn3)CC2)nc(N2CCN(C(=O)CCCCCCCCCCNC(=O)[C@H](CCCCN)n3cc(CCO)nn3)CC2)n1	?	14%	?
COc1ccc(N(CC(=O)Nc2ccc3c(c2)OCCO3)S(C)(=O)=O)c(OC)c1	-26%	4%	2%
CN(C)c1ccc(/C=N/NC(=O)c2ccccc2Cl)cc1	7.3µM*	0%	5.8µM*
Cc1nc2nc(SCC(=O)NCCc3ccc(Cl)cc3)nn2c(C)c1Cc1ccccc1Cl	?	5%	?
O=C1/C(=C/c2ccc(F)cc2)SC(=S)N1NS(=O)(=O)c1ccccc1	-19%	.	-4%
COc1ccccc1CCNC(=O)CNC(=O)Cc1cccc2ccccc12	?	1%&-9%	?
O=[N+]([O-])c1ccc(-c2csc(Nc3ccccc3)n2)cc1	13µM*	.	?
Cc1cc2cc(CNC(=S)NC3CCCCC3)ccc2[nH]1	-6%	5%	-29%
O=C(O)CC1(CC(=O)NCc2ccc(F)cc2)CCCCC1	-4%	.	-1%
O=C1CC2(CCCCCC2)Oc2ccccc21	-24%	.	?
CCCn1c(Sc2nc3c(c(=O)[nH]c(=O)n3C)n2CCC)nc2c1c(=O)[nH]c(=O)n2C	-26%	-4%	-28%
Cc1ccc(C(=O)Nc2nnc(S(=O)(=O)N(C)Cc3ccc(Cl)cc3)s2)cc1	?	0%	?

Whole records from above. Screens in order: TDP1 cell noCPT	TDP1 block	DT40 TDP1 CPT
COc1ccc(N(CC(=O)Nc2ccc3c(c2)OCCO3)S(C)(=O)=O)c(OC)c1 across the screens: -26%	4%	2%
O=C1/C(=C/c2ccc(F)cc2)SC(=S)N1NS(=O)(=O)c1ccccc1 across the screens: -19%	.	-4%

Further compounds.
SMILES	TDP1 cell noCPT	TDP1 block	DT40 TDP1 CPT
O=C(C[C@H]1C[C@H](C(=O)N2CCCCC2)[C@@]2(CCc3ccccc3)c3[nH]c4ccc(Cl)cc4c3CCN2C1=O)NCc1ccco1	8.2µM*	1%[56.1 µM]	7.3µM*
O=C(c1cc(S(=O)(=O)N2CCC3(CC2)OCCO3)ccc1F)N1CCCCC1	13%	0%	-7%
COc1ccc(OCC(=O)Nc2ccc3c(c2)nc(CCN2CCN(C)CC2)n3C)cc1	?	4%	?
O=S(=O)(c1ccc2ccccc2c1)N1C=CC(C(F)(F)F)=NCC1	-17%	9%	-18%
COc1ccccc1C(=O)Oc1cc(C)[nH]c(=O)c1[N+](=O)[O-]	-2%	5%	-1%
CC(=O)Nc1c(O)nc(SC/C=C/CSc2nc(O)c(NC(C)=O)c(=O)[nH]2)[nH]c1=O	1%	-12%	1%
Cc1ccc(-c2n[nH]c(Cc3ccccc3)n2)cc1	?	-3%	?
Cc1cccc(C(=O)N[C@@H](C)C(=O)N2CCN(c3ncccn3)CC2)c1	-19%	0%	3%
COc1cc2c(cc1CNC[C@H]1O[C@@H](n3cnc(C(N)=O)n3)[C@H](O)[C@@H]1O)OCO2	-13%	.	-14%
COc1ccc(-c2cnc(C(N)=O)c(=O)[nH]2)cc1	-5%	.	-25%
C=CCNC(=O)NC(=O)COC(=O)/C(C#N)=C/c1cc(C)n(CC(C)C)c1C	-24%	9%	-11%
COCCCn1c(=S)[nH]c2c(sc3ccccc32)c1=O	-2%	11%	1%
Cc1ccc(C(NC(=O)CN2C(=O)NC3(CCCC3)C2=O)c2ccccc2)cc1 (stereo not drawn)	0%	2%	5%
Cc1[nH]c2ccccc2c1C(=O)COC(=O)c1c(-c2ccccc2)noc1C	?	8%	?
Oc1[nH]c2ccccc2c1N=Nc1ccc(C(F)(F)F)cn1	-7%	2%	2%
COc1ccccc1/C=C/C(=O)OCC(=O)NC1CC1	-7%	3%	8%
CCOc1cccc(CN2CCCC(N3CCc4cc(OC)c(OC)cc4C3)C2)c1O (stereo not drawn)	?	1%	-24%
Cc1cc(Cl)ccc1-c1nc(NC(C)C)nc2ccsc12	23µM*	.	18µM*
O=P(O)(CP(=O)(c1ccccc1)c1ccccc1)c1ccccc1	6%	5%	?
Cc1c(C(=O)c2ccc(Cl)cc2[N+](=O)[O-])c2ccccn2c1CCC#N	-28%	-3%	?
COC(=O)c1cc(S(=O)(=O)n2nc(C)cc2C)c(Cl)cc1Cl	?	2%	-9%
Cc1ccc(Nc2nc(-c3ccc(O)cc3O)cs2)nc1	?	5%	?
CN(Cc1cccs1)C(=O)c1ccc(Cl)c(S(=O)(=O)N2CCCCCC2)c1	?	0%	-30%
COc1cc(OC)c(NC(=O)c2ccc3c(Cl)c4c(nc3c2)CCCC4)cc1Cl	-18%	2%	0%
O=C(CN1CCN(S(=O)(=O)c2ccc(F)cc2)CC1)N1CCOCC1	1%	5%	-6%
CCc1nn(CC(=O)N2CCN(c3ccc(OC)cc3)CC2)c(=O)c2cc3occc3n12	4%	3%	-17%
COc1ccc(F)cc1CN1CCN(c2ncnc3scc(-c4ccccc4)c23)CC1	16µM*	8%	15µM*
CCC(=O)Nc1cc2nn(-c3ccc(C)cc3)nc2cc1C	-10%&-5%	0%	7%&-6%
COc1ccc(S(=O)(=O)N(CCc2ccccc2)CC(=O)N2CCOCC2)cc1	-11%	-2%	-20%
CC(=O)Nc1cccc(-c2ccnc3c2CC(C)(C(=O)Nc2cccc(C(C)=O)c2)O3)c1 (stereo not drawn)	6.5µM*	.	5.8µM*

Arranged by length of the SMILES (largest number first): part of the list above
SMILES	TDP1 cell noCPT	TDP1 block	DT40 TDP1 CPT
COc1ccc(F)cc1CN1CCN(c2ncnc3scc(-c4ccccc4)c23)CC1	16µM*	8%	15µM*
O=P(O)(CP(=O)(c1ccccc1)c1ccccc1)c1ccccc1	6%	5%	?
Cc1cc(Cl)ccc1-c1nc(NC(C)C)nc2ccsc12	23µM*	.	18µM*

Further entries
SMILES	TDP1 cell noCPT	TDP1 block	DT40 TDP1 CPT
O=C(Nc1sc2c(c1C(=O)NCCCO)CCCC2)c1ccccc1	-25%	.	-27%
CC(=O)c1cccc(NC(=O)CCCN(C)S(=O)(=O)c2ccc(F)cc2)c1	-21%	9%	2%
Cc1nn(CC(=O)NC2(C)CCS(=O)(=O)C2)c(C)c1S(=O)(=O)N(C)C (stereo not drawn)	4%	1%	5%
CC(C)CNC(=O)/C=C/c1cccs1	4%	-3%	1%
CC[C@]12c3[nH]c4ccc(OC)cc4c3CCN1C(=O)C(CC(=O)NCCCn1ccnc1)C[C@@H]2C(=O)N1CCN(C(=O)C2CC2)CC1 (stereo partly drawn)	-6%	0%[56.1 µM]	1%
COc1cc(/C=N/Nc2nc(C)cc(C)n2)cc(OC)c1OC	-3%	4%	5%
CC(NC(=O)Cc1ccccc1)c1nc2ccccc2[nH]1 (stereo not drawn)	-18%	5%	-11%
CCc1ccccc1NC(=O)Cn1nc(C(F)(F)F)c2c1CCCC2	?	5%	-3%
Cc1c(Cl)ccc2sc(NC(=O)C3CC3)nc12	?	.	?
O=C(CSc1ccccc1)NCC1(N2CCOCC2)CCCCC1	-5%	.	-12%

Reformatted with bars between the fields: entries from further up
compound | TDP1 cell noCPT | TDP1 block | DT40 TDP1 CPT
O=C(Nc1sc2c(c1C(=O)NCCCO)CCCC2)c1ccccc1 | -25% | . | -27%
CC(=O)c1cccc(NC(=O)CCCN(C)S(=O)(=O)c2ccc(F)cc2)c1 | -21% | 9% | 2%
Cc1nn(CC(=O)NC2(C)CCS(=O)(=O)C2)c(C)c1S(=O)(=O)N(C)C (stereo not drawn) | 4% | 1% | 5%
CC(C)CNC(=O)/C=C/c1cccs1 | 4% | -3% | 1%

No enrichment for hits, and some 18% of all compounds hit somewhere here.
